DAX1 inh-1 – NR0B1 (DAX1) inhibition; HEK293 Gal4-DAX1 luciferase reporter, luminescence; inhibition, % at 6.75 µM; 0.99% of 340,000 active; AID 504766;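 active = inhibition above the mean over all tested compounds plus 3 SD, cut at about 4.2% in these data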;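 also: 0% = DAX1-transfected cells with DMSO and 100% = empty-vector control cells with DMSO; inhibition shows as a rise in luminescence from relieved DAX1 repression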
Target sequence (P51843 207-470 limits assumed): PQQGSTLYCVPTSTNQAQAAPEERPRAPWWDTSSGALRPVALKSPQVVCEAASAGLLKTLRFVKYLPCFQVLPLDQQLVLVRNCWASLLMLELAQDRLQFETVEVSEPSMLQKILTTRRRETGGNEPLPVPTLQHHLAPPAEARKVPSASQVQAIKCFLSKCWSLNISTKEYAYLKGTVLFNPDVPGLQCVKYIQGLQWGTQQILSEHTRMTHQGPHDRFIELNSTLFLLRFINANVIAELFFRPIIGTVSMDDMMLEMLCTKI
PLCb3 inh – blocks human PLC-beta3 enzyme activity; 0.18% of 370,000 active; Purified PLC-beta3, fluorogenic substrate, fluorescence; AID 720704; Q01970; inhibition, % at 12.2 µM; in the data active = inhibition above about 11%;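 also: 0% = median of compound wells on plate and 100% = full blocker control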
sPLA2-III inh – Blocks human group III sPLA2 activity. 0.56% of 370,000 active. Q9NZ20. QFRET BODIPY PC-A2 liposome hydrolysis, fluorescence. inhibition, % at 12.2 µM;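 active = inhibition above mean plus 3 SD of compounds lying within the high and low control bounds, cut at about 19% in these data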;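 also: 0% = median of test compound wells and 100% = no enzyme DMSO wells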
FXN GAA850 act – activators of GAA850 frataxin (FXN) promoter; HEK293 lucGAA850 FXN promoter luciferase reporter, 24 h; percent of 10 µM SAHA response; activation, % at 6 µM; 0.56% of 360,000 active; AID 540364;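 active = activation above the average of all compounds screened plus 3 SD, cutoff fixed separately per campaign, cut at about 7.5% in these data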;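 also: 0% = DMSO wells and 100% = 10 µM SAHA wells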
ssDAF-12 act – S. stercoralis DAF-12 activation, primary screen; HEK293 ssDAF-12/GRIP1 lit1-tk-luc reporter, luminescence; % of 3 µM dafachronic acid response; activation, % at 6.8 µM; 1% of 370,000 active; AID 652126;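 active = activation above the mean over all tested compounds plus 3 SD, cut at about 0.9% in these data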;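 also: 0% = DMSO-only wells and 100% = 3 µM delta7-dafachronic acid wells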
PG9 binder – PG9 antibody binding by small molecule; TR-FRET gp120-PG9 antibody binding; inhibition, % at 6.7 µM; 0.43% of 360,000 active; AID 624416; in the data active = inhibition above about 8.5%
DAX1 inh-2 – inhibitors of DAX1 repression of SF-1 activated StAR promoter; HEK293T StAR-luciferase reporter, SF-1/DAX-1 repression relief; 1.1% of 370,000 active; inhibition, % at 6.8 µM; AID 652010;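 active = inhibition above the mean over all tested compounds plus 3 SD, cut at about 3.6% in these data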;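 also: 0% = DAX-1 cells with DMSO and 100% = cells lacking DAX-1 with DMSO; higher inhibition means more luminescence from relief of DAX-1 repression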
hgDAF-12 ag – hgDAF-12 agonism, primary luciferase screen; HEK293 GAL4-hgDAF12 UAS-luciferase reporter, agonist luminescence; normalized to butyrate control; activation, % at 6.8 µM; 1.8% of 370,000 active; AID 687014;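 active = activation above a cutoff set at the mean of all screened compounds plus 3 SD, cut at about 10% in these data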;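 also: 0% = DMSO wells and 100% = sodium butyrate wells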
SMARCA2 act – activators of SMARCA2 function; MG213 cells, MMTV-luciferase reporter, dexamethasone, overnight; activation, % at 9.1 µM; 1% of 370,000 active; in the data active = activation above about 7.8%;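 also: 0% = vehicle wells and 100% = reference activator wells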
Rev-erbA mod – modulators of human Rev-erb alpha DNA binding | activity, % at 10 µM | P20393 | Rev-erbα–FITC-DNA binding, fluorescence polarization, 90 min | 0.79% of 370,000 active;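 active = activity above about 14%, limit read from the data; passing the limit was not always enough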;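 also: 0% = DMSO wells with 35 nM protein and 100% = DMSO wells with 750 nM protein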
Target sequence (P20393 whole entry, looked up): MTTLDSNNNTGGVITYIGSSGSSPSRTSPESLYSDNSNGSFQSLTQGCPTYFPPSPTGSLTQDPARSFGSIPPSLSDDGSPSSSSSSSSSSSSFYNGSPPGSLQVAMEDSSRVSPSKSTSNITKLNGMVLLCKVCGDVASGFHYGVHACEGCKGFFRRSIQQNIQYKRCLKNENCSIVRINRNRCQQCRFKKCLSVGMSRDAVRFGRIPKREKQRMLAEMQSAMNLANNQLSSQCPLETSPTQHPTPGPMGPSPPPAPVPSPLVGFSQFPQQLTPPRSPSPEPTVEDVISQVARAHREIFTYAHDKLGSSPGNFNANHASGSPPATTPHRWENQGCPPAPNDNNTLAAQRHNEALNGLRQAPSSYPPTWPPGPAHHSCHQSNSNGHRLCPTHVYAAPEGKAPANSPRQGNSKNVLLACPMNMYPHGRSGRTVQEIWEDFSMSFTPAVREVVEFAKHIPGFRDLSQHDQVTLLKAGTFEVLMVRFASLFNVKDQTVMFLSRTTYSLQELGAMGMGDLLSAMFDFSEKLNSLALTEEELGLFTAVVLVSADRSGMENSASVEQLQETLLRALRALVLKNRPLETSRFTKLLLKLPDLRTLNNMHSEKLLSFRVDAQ
hcDAF-12 act – activates DAF-12 receptor from parasite H. contortus. HEK293 hcDAF-12 lit1-tk-luc reporter, luminescence; 0% DMSO, 100% Δ7-dafachronic acid. activation, % at 6.8 µM. 1.4% of 370,000 active. AID 652067;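 active = activation above the mean of all tested compounds plus 3 SD, cut at about 5.5% in these data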;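 also: 100% = response to 3 µM Δ7-dafachronic acid high control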
Active calls of the source: *; i = inactive; . = not tested or not shown.

Every second line gives: DAX1 inh-1, PLCb3 inh, sPLA2-III inh, FXN GAA850 act, ssDAF-12 act, PG9 binder, DAX1 inh-2, hgDAF-12 ag, SMARCA2 act, Rev-erbA mod, hcDAF-12 act
- COc1ccc(N(C(=O)c2snc(C(N)=O)c2N)C(C(=O)NC2CCCC2)c2ccco2)cc1 (centres undefined)
    0.8, -24, 7, 0.4, -1.1, -3.3, -0.1, -3.1, -3, 5, -1.7
- Cc1ccc(OCc2nnc(SCCN3CCOCC3)n2C)cc1
    1.1, 0, 1, -1.4, -1.1, 0.2, 0.2, 2.7, -2, -3, -1.7
- CC1CN(C(=O)CCNC(=O)c2ccc(Cl)cc2)CC(C)O1 (centres undefined)
    0.5, -8, 1, -0.4, -0.9, -4.5, -1.4, 0.5, -1, 4, -1.1
- Cc1sc2ncn(CCC(=O)O)c(=O)c2c1C
    -0.5, 3, 3, -0.9, -1.6, -2.6, -0.2, 0.8, 3, -4, -1.2
- COc1ccc(OC)c(NC(=O)CSc2nnc(Cn3c(=O)sc4ccccc43)n2C)c1
    0.4, -1, 2, 0.5, -1.0, -1.2, -0.2, -3.2, 0, -5, -3.7
- CCOC(=O)C1CCN(C(=O)COC(=O)CNS(=O)(=O)c2ccc(SC)c([N+](=O)[O-])c2)CC1
    -0.7, 2, -2, -1.6, -1.3, -1.2, 0.5, -1.6, 2, 5, 0.0
- O=C(Nc1nccs1)C1Cc2ccccc2CN1S(=O)(=O)c1ccc(F)cc1 (centres undefined)
    0.8, 0, -18, 2.9, 0.8, -3.1, 3.2, 12*, 2, -2, 11*
- COc1ccc2ccc(O)c(CN3CCN(S(=O)(=O)c4cccc(C(F)(F)F)c4)CC3)c2c1
    -0.8, -18, -11, 1.9, 0.0, 1.4, 1.2, -6.8, 1, 0, -0.1
- O=C(NC1CCCC1)c1ccc(CS(=O)Cc2ccccc2Cl)o1 (centres undefined)
    0.1, -11, 5, -2.1, -1.1, 1.4, -2.0, -2.1, -3, -1, -1.2
- COc1ccc(/C=C/C(=O)NCCCN2CCCC2)cc1
    -1.0, -6, 11, -1.0, -0.6, 0.4, -0.1, 3.6, -1, 2, 0.0
- O=C(O)/C=C/C(=O)Nc1ccccc1SC(F)(F)F
    0.6, 5, 2, -4.2, -1.5, -2.2, -0.2, 0.5, -3, 0, 2.6
- FC(F)c1nnc2c(Cl)cc(C(F)(F)F)cn12
    1.3, 2, -1, 1.0, -1.0, -0.7, -0.2, -0.6, 0, -5, -0.6
- COc1ccc(-c2noc(CN(C)C(=O)Nc3ccccc3)n2)cc1
    -0.1, 1, -1, 2.4, -1.6, 1.0, -0.9, -5.4, -4, -4, -0.5
- CC(=O)Nc1ccc(Nc2nc(Cl)nc(Nc3ccc(NC(C)=O)cc3)n2)cc1
    -0.3, 0, 1, 1.7, 0.3, -1.8, -0.1, 1.7, -5, -9, 0.1
- NC(=O)c1c(NC(=O)CN2CCCC2)sc2c1CCCC2
    0.9, 3, 9, -0.3, -1.1, -0.8, 0.0, 4.2, 3, 0, 1.1
- Cc1cc(C)c(S(=O)(=O)NCc2ccc3c(c2)OCO3)cc1C
    3.0, -9, -5, 0.7, -1.8, 1.0, -0.5, -3.2, -2, -1, -1.4
- C=CCNC(=O)c1ccccc1NC(=O)c1ccc(Cl)c(S(=O)(=O)Nc2cc(C)ccc2C)c1
    0.8, -4, -5, -1.6, -0.8, 0.1, 0.5, -3.4, -1, 9, -0.9
- C[C@H](NC(=O)c1ccccc1F)C(=O)N1CCC2(CC1)NCCc1[nH]cnc12
    0.8, -6, 2, 0.5, -0.8, -1.3, 1.2, -1.3, -3, -8, 1.0
- Cc1cccc(NC(=O)/C(C#N)=C/c2ccccc2O)n1
    1.0, -31, -2, 3.4, 0.8, -1.6, 1.2, 7.6, 12*, 5, 4.6
- Cc1cc(=O)oc(C)c1C(=O)NCCCN1C(C)CCCC1C (centres undefined)
    -1.2, -8, 3, 3.9, -1.4, -0.3, 0.1, -1.2, -1, 5, -2.9
- Cc1nnc(SCC(=O)NC(=O)NC(C)(C)C)n1N
    1.7, 1, 7, 2.7, -0.9, -0.1, 0.2, -0.7, -3, 0, -0.3
- CCCC(=O)Nc1ccc(-c2cn3cccnc3n2)cc1
    -0.5, i, 1, 3.6, -0.5, 1.3, 1.9, 2.0, 1, 1, 0.1
- CN(CCc1ccccn1)C1CCCN(S(=O)(=O)c2ccccc2)C1 (centres undefined)
    0.6, -6, 0, -2.3, -0.7, -2.1, -0.3, 1.4, -3, 2, -1.6
- COCC(C)NCc1cccc(OC)c1OC (centres undefined)
    0.0, 2, -3, -1.6, -1.0, -0.6, 0.1, 1.7, -1, -5, 0.1
- c1coc(CCNc2ncnc3ccc(-c4ccc5c(c4)OCO5)cc23)c1
    ., -174, -19, ., -0.1, ., ., -2.3, ., -10, 3.8
- COc1ccccc1Nc1nc(N)nc(CN2CC(C)CC(C)C2)n1 (centres undefined)
    -1.4, -4, 1, -0.8, -1.9, 1.1, -1.5, 1.1, -1, -4, 0.3
- Cc1ccc(NC(=O)Nc2ccon2)cc1Cl
    0.6, 1, 2, 1.6, -1.1, -1.7, 1.5, 2.0, 0, 5, 1.1
- CC(=O)NN1C(=O)c2ccccc2NC1c1ccccc1 (centres undefined)
    -1.7, i, 5, 1.0, -0.6, 1.0, -0.1, 1.8, -1, -3, -1.0
- CCOC(=O)c1c(C)n2c3c(cc(C)cc13)CCC2
    1.9, 2, 6, 0.0, -0.5, -3.1, 0.1, -0.7, 1, 6, -1.4
- O=C(c1ccc(Oc2ccc(C(F)(F)F)cn2)cc1)N1CCN(c2ccccc2)CC1
    -0.1, 2, -5, 0.1, -1.8, 1.1, -0.3, -1.5, -4, -2, -2.2
- Cc1ccc(C(=O)Nc2ccc(C)c(S(=O)(=O)N(C)C)c2)s1
    0.6, 10, -1, 6.3, -0.3, 0.4, 4.2*, 17*, -1, 3, 4.0
- CC(C)(C)OC(=O)N1C[C@@]23C[C@H](c4cccc(F)c4)[C@@H](C[C@@H]2S1(=O)=O)O3
    ., -1, 13, ., -0.8, -1.2, -0.3, -1.9, -1, -3, -2.2
- COC(=O)c1ccc(COC(=O)CNC(=O)c2ccco2)cc1
    1.9, 3, 2, -0.3, -0.7, -0.1, -1.0, 0.0, -2, 1, -0.9
- CCCn1nc(C(=O)NNC(=O)CSCC(=O)Nc2cc(C)on2)c2ccccc2c1=O
    -0.7, 0, 4, 0.7, -0.9, -0.9, 0.3, -1.3, -2, 2, -1.3
- O=C(N1CCN(c2cccc(Cl)c2)CC1)C1(S(=O)(=O)c2ccc(Cl)cc2)CC1
    -1.1, 0, -8, -0.7, -1.2, -0.5, 0.3, 2.0, -1, 3, -1.7
- CCCCc1nc2cc(C(=O)NC3CCOC(C)(C)C3)ccc2o1 (centres undefined)
    -0.1, -1, -4, 2.1, -1.3, -0.5, -0.3, 1.8, -1, -1, 1.6
- Cc1nc(-c2ccc(S(=O)(=O)Nc3cc(S(=O)(=O)N(C)C)ccc3C)s2)cs1
    -0.3, -8, -20, 1.6, -1.8, -1.8, 0.3, -1.8, 0, 1, -1.1
- COc1cc(C2SCC(=O)N2CCN2CCCCC2)ccc1O (centres undefined)
    -0.6, 2, -1, -0.5, -1.6, 1.3, 0.0, -0.7, -3, 2, 0.0
- COc1ccc(-c2ccc(-c3noc(-c4ccccc4OC)n3)c(OC)n2)cc1
    -0.2, -116, -3, 0.2, -1.2, 0.2, -0.8, -0.5, -1, 37*, -1.7
- CCOc1ccc(NC(=O)CSc2nc3nc4c(cc3c(=O)n2CC)COC(C)(C)C4)cc1
    ., -2, 3, ., -1.1, -1.0, -0.3, -0.9, -1, 4, -2.7
- O=C(Nc1ccccc1C(=O)O)c1ccc(Br)o1
    1.1, -1, 1, 4.7, -1.0, 0.2, -0.1, 3.3, 1, -5, 3.0
- CCc1nnc(NC(=O)c2ccc(COc3ccccc3C)o2)s1
    0.7, -12, 15, 0.9, -1.0, -0.7, 0.2, -0.9, 2, -1, -0.1
- COc1ccc(CNC(=O)COC(=O)[C@H](Cc2c[nH]c3ccccc23)NC(=O)c2cccs2)cc1
    1.7, 3, -118, 1.1, 0.6, -0.2, 0.0, 0.6, 1, -1, -1.1
- CCNC(=S)N/N=C/c1ccc(-c2ccccc2)o1
    -0.1, -57, 4, 4.5, -1.5, -2.7, 1.7, 7.1, 2, 0, 0.2
- CC(C)CC(=O)N1CCN(Cc2ccccc2Br)CC1
    1.7, -4, -1, 0.1, -1.4, -1.4, -0.1, 0.2, -2, 2, -0.7
- O=C(NCCC1=CCCCC1)c1ccc([N+](=O)[O-])cc1
    2.6, 2, 6, 2.7, -0.6, 1.2, 4.6*, 13*, 9.5*, -7, 4.9
- O=C(Nc1ccc(C(=O)N2CCOCC2)cc1)c1cccc(Br)c1
    0.7, -3, 5, 0.1, -1.1, -2.4, -0.8, -0.3, 0, 3, -1.7
- COc1ccccc1NS(=O)(=O)c1cccc(C(=O)N/N=C/c2c(C)nn(-c3ccccc3)c2N2CCCC2)c1
    -1.7, -97, -14, 1.6, -2.2, 1.4, -0.5, 3.0, -2, -1, 1.5
- O=C(Nc1ccc(Cl)cc1[N+](=O)[O-])c1ccc2c(c1)OCCO2
    0.2, -8, 4, 6.2, -0.6, -1.9, 4.7*, 6.2, 0, -8, 1.8
- O=C(CCS(=O)(=O)c1ccccc1)NC1CCCCC1
    0.5, -11, -1, 2.0, -0.9, 0.5, 4.7*, 3.3, 1, -3, 0.3
- O=C(NCc1ccc2c(c1)OCO2)C1CC(c2cccc(Br)c2)=NO1 (centres undefined)
    -0.5, -3, -4, 3.4, -1.4, -0.4, 0.0, -2.6, -5, 3, -1.4
- COc1ccc(-c2cc3onc(-c4c(Cl)cccc4Cl)c3c(=O)n2C)cc1
    -0.3, -1, 6, 2.3, -1.0, 2.5, -0.4, 1.1, 3, -2, 0.5
- COc1ccc(-c2nc3nc(SC)nn3cc2C)cc1F
    0.0, -21, 0, -0.7, -1.3, -1.5, 0.6, -0.7, 1, 0, -1.8
- CN1/C(=C\C(=S)NC(=O)c2cccc(Br)c2)C(C)(C)c2ccccc21
    -1.2, -22, 12, 1.0, -2.2, -1.5, -1.4, -3.2, -1, 7, -0.5
- COc1ccc(N2CC(C(=O)Nc3ccncc3)CC2=O)cc1 (centres undefined)
    0.5, -7, 12, -2.4, -0.2, -0.8, 0.3, 0.8, -2, -5, 2.1
- COc1ccccc1N1CCN(c2nc(N)c(C#N)c(CC#N)c2C#N)CC1
    -0.2, -50, -19, 5.5, -0.6, 1.1, 0.2, -1.3, 1, 1, 0.2
- CCOC(=O)CSc1nnc(NC(=O)c2ccc3c(c2)OCO3)s1
    0.0, -7, 2, 0.1, -1.8, 6.8, 0.8, 2.0, -2, 5, 0.0
- COc1ccccc1NC(=S)N1CCN(c2ccc(F)cc2)CC1
    0.5, -4, 8, 1.1, -1.0, -2.4, -0.2, 0.4, -2, -3, -1.3
- O=C(O)C(=Cc1cccc([N+](=O)[O-])c1)c1ccccc1
    0.1, -4, 5, 1.1, -0.2, 0.0, 0.3, -1.8, -4, -3, 0.6
- CCOC(=O)N1CCN(C(=O)COC(=O)c2cc(C)ccc2C)CC1
    -0.1, -1, 12, -0.6, -1.1, -0.7, -1.1, -0.9, -3, 6, -0.6
